High-throughput results deposited in PubChem by National Center for Advancing Translational Sciences (NCATS).
EPAC2 antag: blocks human EPAC2 exchange factor; Q8WZA2; EPAC2 GEF exchange of Rap1B-BODIPY-GDP, fluorescence; Potency, µM (series often up to 114 µM), inactives show at the highest dose activity, negative = inhibition, hits mostly inhibitors; 360,000 tested, 0.18% active; AID 720708; note: potency is the fitted concentration of half-maximal effect; % is set by controls: 0 for no effect and ±100 for the full control effect; nearly all actives have a fitted effect of over 45% in size; many of its hits are not listed in these tables
D3 antag: blocks the human D3 dopamine receptor; P35462; D3R cells, DiscoveRx beta-arrestin luminescence, antagonist mode; stronger effect = lower value; max response, negative = inhibition, %; 360,000 tested, 2.5% active; in the data active = max response below about -50%; inconclusive = no clear call, values can overlap the other calls; note: % is set by controls: 0 for no effect and ±100 for the full control effect; mostly tested at two doses, the higher about 12 µM
Target sequence (P35462 whole entry, looked up): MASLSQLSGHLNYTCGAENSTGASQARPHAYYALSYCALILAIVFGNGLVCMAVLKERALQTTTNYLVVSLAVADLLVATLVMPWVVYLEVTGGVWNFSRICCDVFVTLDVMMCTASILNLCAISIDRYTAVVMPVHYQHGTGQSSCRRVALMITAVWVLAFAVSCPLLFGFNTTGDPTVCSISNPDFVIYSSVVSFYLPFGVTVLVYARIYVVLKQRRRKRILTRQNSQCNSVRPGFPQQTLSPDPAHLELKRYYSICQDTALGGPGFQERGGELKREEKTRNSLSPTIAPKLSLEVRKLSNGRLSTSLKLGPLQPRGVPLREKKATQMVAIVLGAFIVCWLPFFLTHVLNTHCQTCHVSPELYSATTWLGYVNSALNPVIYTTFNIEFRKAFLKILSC
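Cells expressing the human receptor were seeded at 1500 cells/well, incubated overnight at 37 degrees C in 5% CO2, then exposed to library compounds with dopamine controls for 90 minutes at 37 degrees C before luminescent detection.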
D3 ag: activates the human D3 dopamine receptor. 410,000 tested, 0.58% active. D3R DiscoveRx beta-arrestin cells, luminescence, 90 min. P35462. AID 652048. max activation, %; in the data active = max activation above about 30%; note: 0% is about no effect; mostly tested at two doses, the higher about 12 µM
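Cells at 1500/well, incubated overnight, then treated with pinned compounds (dopamine as control) for 90 min at 37 degrees C. DiscoveRx reagent added for 30 - 60 minutes at room temperature; luminescence read.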
TDP43 rescue: rescues yeast growth from TDP-43 toxicity; TDP-43 expressing yeast growth rescue, BacTiter-Glo, 24 h; Potency, µM (top dose mostly 46.1 µM), without a hit: at the top dose growth rescue (activation), most hits filed as activators; 410,000 tested, 1.8% active; AID 652104; note: potency is the fitted concentration of half-maximal effect; % of control where 0% means no effect; nearly all actives have a fitted effect of over 50% in size
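In this qHTS, compounds that restore growth of yeast expressing TDP-43 appear as activators. Cells (OD600=0.02, galactose medium, raffinose-pregrown) are incubated with compound 24 hr at 30 deg C and growth is quantified by BacTiter-Glo.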
Abeta yeast res: restores growth of yeast expressing A-beta42 peptide. yeast expressing A-beta42, growth rescue, OD600, 48 h; response scale: 0% DMSO, 100% iron-clioquinol control. Potency, µM (highest dose often 46.1 µM), inactives show at the highest dose growth rescue, most hits filed as activators. 410,000 tested, 0.063% active. AID 1347071; note: potency is the fitted concentration of half-maximal effect; nearly all actives have a fitted effect of over 55% in size
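Growth rescue measured by 600 nm absorbance after 48 h yeast culture at 30 C with compound. Values normalized between DMSO and an equimolar ferric chloride plus clioquinol control.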
aSyn rescue: rescues yeast growth from alpha-synuclein toxicity | 370,000 tested, 0.14% active | Potency, µM (series often up to 46.1 µM), for inactives: top-dose growth rescue (activation), actives largely listed as activators | Yeast expressing alpha-synuclein, growth rescue, BacTiter-Glo, 24 h | AID 652106; note: potency is the fitted concentration of half-maximal effect; % of control where 0% means no effect; nearly all actives have a fitted effect of over 65% in size
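Rescue of yeast growth: cells expressing toxic alpha-synuclein, induced in galactose at OD600 0.02, incubated with compound 24 h at 30 C. ATP luminescence quantified growth; inhibitors of toxicity appear as activators.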
FUS yeast rescue: suppressors of FUS proteinopathy in yeast; S. cerevisiae FUS-expressing, growth rescue, OD600, 24 h; Potency, µM (doses to about 76.6 µM), for inactives: top-dose growth rescue (activation), most hits filed as activators; 390,000 tested, 0.24% active;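 note: potency is the fitted concentration of half-maximal effect; plate controls were DMSO vehicle for no effect and reference control for full effect; nearly all actives have a fitted effect of over 55% in size; some results filed as inactive show a strong effect at the top dose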
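Cultures pregrown in 2.5% raffinose medium are shifted to minimal medium containing 2% galactose to express toxic FUS. Compounds are tested at several concentrations. After 24hr at 30C, growth is quantified at 600 nm absorbance.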
EPAC2 agonist: agonists of human EPAC2 (RAPGEF4); Q8WZA2; EPAC2 activation, biochemical qHTS; response scale: 100% = 6.5 mM cAMP response; Potency, µM (series often up to 154 µM), inactives show at the top dose activation, hits mostly activators; 360,000 tested, 0.079% active; note: potency is the fitted concentration of half-maximal effect; nearly all actives have a fitted effect of over 50% in size
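Guanine nucleotide exchange by EPAC2 is measured as reduced fluorescence of BODIPY-GDP once it is released from 250 nM Rap1B. Plates are read kinetically for 30 min at room temperature; results are scaled to 6.5 mM cAMP.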
Numbers without * were called inactive; ? = inconclusive; / = no result given; [ ] = another dose, or the depositor's remark. Unless noted, calls come from the whole dose curve; as a rule, active = well fitted curve in the direction sought with a large enough effect; inconclusive = small, poorly fitted or top-dose-only effect, or another doubt; inactive = no such curve, though single readings can be large; an effect the other way counts as inactive or inconclusive. This is a subset; rates above refer to the full screens.

Screens in order: FUS yeast rescue	D3 antag	EPAC2 agonist	aSyn rescue	D3 ag	EPAC2 antag	Abeta yeast res	TDP43 rescue
> Cc1ccc(C(=O)N/C(=C/c2cccs2)C(=O)NCC2CCCO2)cc1 (stereo not given)
    8%	-8	16%	5%	10	7%	8%	-17%
> CSc1ccc(CCNC(=O)CCc2nnc3ccc(N4CCOCC4)nn23)cc1
    1%	-24	0%	9%	1	-27%	6%	25%
> CCc1cc(C(=O)Nc2ccc(OC)nc2)sc1C
    /	-4	14%	3%	-1	0%	7%	26%
> O=C(COc1ccc2c(c1)C(=O)CC1(CCCCC1)O2)NCc1ccccc1
    9%	-15	3%	-7%	0	-12%	-13%	-24%
> CN(C)c1ccc(C(C[N+](=O)[O-])c2c(N)n(C)c(=O)n(C)c2=O)c(F)c1C#N (stereo not given)
    18%	-14	5%	-69%[inhibitor]	1	4%	-94%[inhibitor]	-94%[inhibitor]
> COc1ccc(CCNC(=O)/C(C#N)=C2\N=C(NC(=O)c3ccco3)c3ccccc32)cc1
    4%	15	28%	-1%	-2	-12%	-7%	-18%
> CCOC(=O)N/N=C1\CCc2ccccc21
    -9%	1	-4%	-7%	5	8%	-3%	-4%
> CC(Oc1ccc2c(-c3ccccc3)cc(=O)oc2c1)C(=O)NCC(O)c1ccccc1 (stereo not given)
    ?	-12	12%	6%	-48	2%	-10%	7%
> COc1ccc(C2/C(=C(/O)c3ccccc3)C(=O)C(=O)N2c2ccccn2)c(OC)c1 (stereo not given)
    -7%	-15	2%	/	-1	8%	0%	-8%
> O=C(NCCCN1CCOCC1)c1ccccc1-c1ccccc1
    21%	-5	6%	-3%	-2	-6%	-6%	-7%
> CN(C(=O)c1ccc(Cl)c(S(=O)(=O)N2CCOCC2)c1)c1ccccc1C(=O)O
    7%	-17	8%	-5%	-9	1%	-15%	-23%
> CCc1ccccc1NC(=O)CN(C)C(=O)Cn1ncc(Cl)c(Cl)c1=O
    14%	-19	-9%	-1%	-7	0%	-9%	14%
> O=c1cc(N2CCC3(CC2)OCCO3)[nH]c(=O)n1C1CCCCC1
    4%	8	5%	0%	-1	12%	-3%	-4%
> COC(Cc1nnc(SC)n1-c1ccccc1)OC
    0%	?	8%	-1%	0	-3%	0%	11%
> CCNCC(=O)N1c2ccccc2CCc2ccc(NC(C)=O)cc21
    20%	?	14%	0%	-11	-3%	14%	-12%
> COc1ccc(C2c3[nH]c4ccccc4c3CCN2C(=O)c2cc3ncccn3n2)c(F)c1 (stereo not given)
    ?	-5	5%	28%	1	-11%	19%	-6%
> COc1ccc(NCC(=O)Nc2cccc(C(F)(F)F)c2)cc1S(=O)(=O)N1CCOCC1
    21%	4	0%	-6%	-8	-12%	-17%	-6%
> O=C(NCC1CCCO1)c1cccc(C(=O)NCC2CCCO2)c1 (stereo not given)
    -14%	2	2%	3%	3	3%	5%	-1%
> O=C(Nc1cccc(Cl)c1Cl)c1csc([C@@H]2O[C@H](CO)[C@H](O)[C@H](O)[C@H]2O)n1
    -32%	?	0%	0%	-3	0%	-11%	6%
> Cc1noc(-c2ccc(NC(C)c3ccccc3)c([N+](=O)[O-])c2)n1 (stereo not given)
    43%	/	/	/	-15	/	-24%	?
> CCOC(=O)Cc1csc(NS(=O)(=O)c2ccc(Br)cc2)n1
    1%	4	1%	1%	-9	7%	-7%	-6%
> CC(=O)c1cccc(NC(=O)c2cc(-c3ccc(Cl)s3)nc3ccccc23)c1
    15%	/	/	/	11	/	-12%	13%
> NC(=O)C1=C[C@H](c2csc3ccccc23)C[C@H](OCc2ccc(CO)cc2)O1
    ?	8	6%	1%	22	-8%	-1%	9%
> Cc1nc(N2CCOCC2)c2c(C(=O)Nc3cccc(C(F)(F)F)c3)c(C)oc2n1
    -4%	/	/	/	7	/	-6%	17%
> Cc1ccc(O)c(C(=O)c2cc(C#N)c(=O)n(C(C)c3ccccc3)c2)c1 (stereo not given)
    44%	19	13%	4%	-2	-1%	-6%	-13%
> Cc1ccc(-c2nc3cc(NC(=O)C(C)C)ccc3o2)cc1
    -18%	14	4%	0%	-3	-5%	1%	-6%
> O=C1NC(=O)C2(CCCc3ccc([N+](=O)[O-])cc32)N1 (stereo not given)
    -3%	23	4%	-11%	6	3%	3%	29%
> CSc1ccc(CN(C)CC(=O)NC(C)c2ccccc2)cc1 (stereo not given)
    -7%	-14	5%	6%	-15	1%	5%	0%
> COc1ccc(C(=O)NNC(=O)CCC(=O)NNC(=O)c2ccc(OC)cc2)cc1
    13%	-13	6%	-4%	8	-1%	-19%	-32%[inhibitor]
> COC(=O)C1=C(C)N(c2ccc(OC)cc2)C(C)=C(C(=O)OC)C1c1ccc(OC)cc1
    8%	-24	8%	-18%	-6	-17%	-7%	0%
> CC(C)CN1C(=O)NC(NC(=O)c2ccco2)(C(F)(F)F)C1=O (stereo not given)
    30%	2	6%	2%	1	4%	13%	-1%
> COc1ccccc1CNC(=O)c1cccc(N2CCCS2(=O)=O)c1
    -14%	/	/	/	-22	/	-17%	-26%
> CN(C)S(=O)(=O)N1CCC(n2cnc3cccnc32)CC1
    8%	/	/	/	-8	/	-4%	5%
> CCOC(=O)CN(Cc1ccccc1)C(C(=O)NC1CCCCC1)c1ccc(OC)cc1 (stereo not given)
    -21%	/	/	/	-15	/	-10%	-12%
> O=C(CCc1ccccc1)NN1C(=O)C2C3C=CC(O3)C2C1=O (stereo not given)
    -4%	-1	-3%	0%	5	0%	0%	5%
> O=C(O)C(Sc1ccncn1)c1ccccc1 (stereo not given)
    -12%	-17	2%	-7%	4	17%	-20%	3%
> CSc1nc2nc3c(cc2c(=O)n1-c1ccccc1C)CCCC3
    18%	12	4%	-2%	10	-5%	-8%	1%
> Nc1c(NCc2ccccc2)c(=O)[nH]c(=O)n1Cc1ccccc1
    6%	3	2%	-2%	-12	6%	0%	-9%
> Cc1cc(C)c(NC(=O)CSCc2c(C)noc2C)c(C)c1
    /	52	5%	1%	-5	11%	14%	12%
> CCCCc1ccc(S(=O)(=O)N/N=C(/C)c2ccncc2)cc1
    7%	0	-1%	-6%	-1	-3%	6%	3%
> COc1ccc(CN2CCC(=O)N([C@H](CO)c3ccccc3)CC2)cc1
    0%	?	3%	0%	-29	9%	3%	14%
> COC(=O)Cc1nc(NC(=O)c2cccs2)sc1C
    7%	7	-9%	0%	11	-4%	6%	0%
> CCOCCCNC(=S)Nc1ccc2nc(N3CCN(CC)CC3)cc(C)c2c1
    17%	-7	-4%	-17%	-10	-3%	-7%	-19%
> CNC(=S)N(CCc1ccc(S(N)(=O)=O)cc1)C1CC(=O)N(c2ccccc2F)C1=O (stereo not given)
    14%	-15	-1%	-3%	-1	-4%	-12%	-1%
> COCCNC(=O)C1CCCN(C(=O)c2ccc3c(c2)C(C)(C)CCC3(C)C)CC1 (stereo not given)
    20%	23	0%	4%	1	-6%	8%	?
> COc1ccc(CC(=O)NNS(=O)(=O)c2ccccc2[N+](=O)[O-])cc1
    -1%	32	8%	-4%	18	8%	9%	-9%
> O=C(OCc1ccccc1)N(CCF)c1cn(Cc2ccccc2)c(=O)n(Cc2ccccc2)c1=O
    19%	-11	15%	3%	-3	-6%	7%	-5%
> Cc1ccc(O)c(Sc2cc(C)ccc2O)c1
    -43%	-5	9%	?	-4	?	?	22µM*
> COc1ccc(-c2cc(C(F)(F)F)n3nc(C(=O)NCCCN4CCOCC4)cc3n2)cc1
    12%	15	20%	7%	4	3%	-4%	10%
> CCCn1c(-c2cccs2)nc2c1c(=O)[nH]c(=O)n2Cc1ccccc1
    7%	-8	3%	-2%	-5	-4%	3%	-13%[0.397 µM]
> CCOC(=O)c1cnc(=O)[nH]c1C
    /	-2	0%	0%	-1	1%	-8%	9%
> Cc1ccc(CN2CCN(C(=O)CCC(=O)Nc3nnc(C(C)C)s3)CC2)c(C)c1
    4%	9	-12%	2%	-13	-25%	-3%	-3%
> Cc1ccc(S(=O)(=O)NNC(=O)c2ccncc2)cc1[N+](=O)[O-]
    /	-22	1%	3%	1	3%	-14%	6%
> O=C(CN1CCOCC1)N/N=C/c1ccc(-c2ccc(C(=O)O)cc2)o1
    0%	5	3%	6%	6	-2%	-3%	-14%
> Cc1cccc(OCC(=O)Nc2ccc3c(c2)C(=O)NC3=O)c1
    -7%	-24	-8%	1%	-2	1%	-3%	11%
> Cc1ccc(Nc2c3c(nc4ccccc24)CCC3)cc1
    1%	6	-1%	1%	-10	-12%	-3%	8%
> CCS(=O)(=O)N1Cc2ccccc2CC1C(=O)OCC(=O)N(C(C)C)C(C)C (stereo not given)
    36%	0	0%	4%	2	5%	17%	-2%[0.397 µM]
> Cc1ccc(OCc2nnn(CC(=O)NS(=O)(=O)c3c(C)noc3C)c2-c2ccccc2)cc1
    8%	?	1%	0%	0	-9%	-10%	11%
> Cc1cccc(C(CC(=O)N2CCCC2)c2ccccc2)c1O (stereo not given)
    -11%	25	0%[15.6 µM]	2%	-2	-35%	14%	-1%
> Cc1ccc2nc(CN3CCN(C(=O)Nc4ccc(C)c(F)c4)CC3)oc2c1
    21%	/	/	/	5	/	5%	?

Quoted at random: 2 entries already listed.
Screens in order: FUS yeast rescue	D3 antag	EPAC2 agonist	aSyn rescue	D3 ag	EPAC2 antag	Abeta yeast res	TDP43 rescue
> CC(=O)c1cccc(NC(=O)c2cc(-c3ccc(Cl)s3)nc3ccccc23)c1
    15%	/	/	/	11	/	-12%	13%
> CSc1ccc(CCNC(=O)CCc2nnc3ccc(N4CCOCC4)nn23)cc1
    1%	-24	0%	9%	1	-27%	6%	25%
